CYP2C9 inhib = blockers of cytochrome P450 2C9 activity – biochemical, luminescence, ADME assay, primary screen. P11712. CYP2C9 Supersomes, luciferin-H conversion. inhibition, % at 5 µM. 96,000 tested, 20% active. AID 777, 2007;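 active = blocking of liver enzyme CYP2C9 beyond about 50% at 5 µM, limit read from the data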; note: values of inactives mirror those of a sister screen read the other way
Target sequence (P11712 whole entry, looked up): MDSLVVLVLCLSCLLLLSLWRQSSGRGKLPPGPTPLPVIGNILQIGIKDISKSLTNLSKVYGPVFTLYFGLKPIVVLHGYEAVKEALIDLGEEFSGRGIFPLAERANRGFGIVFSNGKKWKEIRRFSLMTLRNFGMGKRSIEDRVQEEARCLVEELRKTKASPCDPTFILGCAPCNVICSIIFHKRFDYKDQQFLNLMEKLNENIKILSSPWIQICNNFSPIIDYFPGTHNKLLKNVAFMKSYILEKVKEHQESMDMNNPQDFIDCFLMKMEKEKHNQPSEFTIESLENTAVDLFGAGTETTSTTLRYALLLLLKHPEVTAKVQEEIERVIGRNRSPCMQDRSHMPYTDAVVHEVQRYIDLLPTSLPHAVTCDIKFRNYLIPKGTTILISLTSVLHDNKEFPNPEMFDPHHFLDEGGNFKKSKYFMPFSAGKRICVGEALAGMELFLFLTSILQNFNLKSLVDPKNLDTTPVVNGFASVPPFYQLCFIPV
IL1B cytotox = cytotoxicity in IL-1B stimulated HUVEC, primary screen, cytotoxicity control for IL-1B NFkB translocation project, imaging, Hoechst nuclear count, IL-1B stimulus | HUVEC cell count loss | cell count reduction, % at 2 µM | 94,000 tested, 0.41% active | AID 845, 2007;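 active = cell count reduction more than 3 SD above the screen-wide mean, cut at about 70% in these data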;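 note: normalized per plate to untreated control cells as the no-loss baseline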
CYP2C19 inhib = blockers of cytochrome P450 2C19 activity – biochemical, luminescence, ADME assay, primary screen. P33261. CYP2C19 Supersomes, luciferin-H EGE luminescence, 30 min. inhibition, % at 5 µM. 96,000 tested, 21% active;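 active = CYP2C19 inhibition above a set limit at 5 µM in the primary screen, cut at about 50% in these data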;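 note: plate controls were negative control wells for no effect and 2.5 mM tranylcypromine positive control for full effect; values of inactives mirror those of a sister screen read the other way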
Target sequence (P33261 whole entry, looked up): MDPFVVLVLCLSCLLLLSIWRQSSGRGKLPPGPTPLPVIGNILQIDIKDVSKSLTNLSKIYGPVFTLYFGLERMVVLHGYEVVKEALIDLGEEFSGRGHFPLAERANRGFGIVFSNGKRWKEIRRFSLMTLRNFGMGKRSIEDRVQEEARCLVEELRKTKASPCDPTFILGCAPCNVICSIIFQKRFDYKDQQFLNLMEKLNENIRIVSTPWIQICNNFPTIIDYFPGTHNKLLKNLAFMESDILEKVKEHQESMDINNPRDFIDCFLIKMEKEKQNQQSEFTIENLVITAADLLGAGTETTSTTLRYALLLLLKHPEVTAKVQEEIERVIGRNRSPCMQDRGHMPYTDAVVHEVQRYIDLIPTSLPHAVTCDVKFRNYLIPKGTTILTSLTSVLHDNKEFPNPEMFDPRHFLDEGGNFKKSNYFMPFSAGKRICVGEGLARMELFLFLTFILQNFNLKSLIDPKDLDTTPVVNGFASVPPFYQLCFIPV
Candida biofilm = clotrimazole potentiators killing Candida biofilms, primary screen, with clotrimazole, Alamar Blue; C. albicans biofilm + clotrimazole; inhibition, % at 6 µM; 85,000 tested, 0.14% active;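 active = inhibition above 20%; inactive = inhibition below 20%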;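 note: preformed 24 hr biofilms exposed to compound for 48 hr; 0% = biofilm without compound and 100% = blank killed by clotrimazole plus chlorhexidine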
hDAT+cocaine = changed hDAT dopamine uptake under cocaine IC80, either direction, primary screen, cocaine antagonist project, cell-based, LLC-PK1 hDAT, [14C]-dopamine uptake, MLSMR; Sodium-dependent dopamine transporter (Homo sapiens), Q01959; B-score at 10 µM; 110,000 tested, 1.3% active; LLC-PK1 hDAT cells, [14C]-dopamine uptake with cocaine IC80; actives deviate in either direction; AID 449768, 2010;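 active = Z score or B-score, a plate-position-corrected score, falls beyond the plate's 99.7% confidence bounds, in either direction; inactive = both scores lie inside the 99.7% bounds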;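 note: scored against the spread of the other compound wells on the same plate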
CYP2C19 act = human CYP2C19 activators, primary screen, biochemical, luminescence. AID 1025, 2008. 96,000 tested, under 10 active. recombinant CYP2C19, luciferin-H EGE luminescence; stronger effect = higher value; 0 = fully inhibited enzyme, 1 = untreated enzyme. activation factor at 5 µM;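 active = activation factor of at least 2 at 5 µM in the primary screen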;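 note: 0 = wells with 2.5 mM tranylcypromine and 1 = vehicle-only wells; values of inactives mirror those of a sister screen read the other way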
VCAM1 TNFa inh = inhibitors of TNFa-induced VCAM1 expression, primary screen, imaging, HUVEC, TNFa stimulus, immunofluorescence. 95,000 tested, 0.48% active. HUVEC TNFa-induced VCAM-1 immunofluorescence, high-content imaging. AID 802, 2007. inhibition, % at 2 µM;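 active = inhibition above the batch mean plus 3 SD, with images confirmed as a hit by eye, cut at about 37% in these data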;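 note: 0% = TNF-stimulated DMSO wells and 100% = unstimulated control wells; not every result past the cut was called active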
CYP2C9 activ = human CYP2C9 activators, primary screen, biochemical, luminescence; AID 1024, 2008; 96,000 tested, 1.4% active; recombinant CYP2C9, luciferin-H conversion; stronger effect = higher value; factor 1 = untreated enzyme, 0 = blocked; activation factor at 5 µM;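 active = activation factor of 2 or more for CYP2C9 at a 5 µM dose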;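 note: 0 = sulfaphenazole-blocked wells and 1 = vehicle-only wells; values of inactives mirror those of a sister screen read the other way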
HUVEC tox TNFa = cytotoxicity in TNFa-stimulated HUVEC, primary screen, cytotoxicity control for VCAM1 expression modulator project, imaging, Hoechst nuclei count | 93,000 tested, 0.17% active | HUVEC TNFalpha-stimulated, Hoechst cell count | AID 848, 2007 | cell count reduction, % at 2 µM;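 active = cell count reduction exceeding the screen mean by over 5 SD, scaled to untreated wells per plate, cut at about 78% in these data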;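 note: cells counted after 24 h of TNF alpha exposure following the 1 h pretreatment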
* marks the source's active call; other numbers are inactive results; / = no result given. This is a random part of the collection. About 29% of those tested had a hit in this group.

Each structure is followed by: CYP2C9 inhib	IL1B cytotox	CYP2C19 inhib	Candida biofilm	hDAT+cocaine	CYP2C19 act	VCAM1 TNFa inh	CYP2C9 activ	HUVEC tox TNFa
> CCCN(CCC)CC(O)CN(c1cc([N+](=O)[O-])ccc1OC)S(=O)(=O)c1ccccc1 (stereo unspecified)
 : 16	-26	23	/	0.57	0.8	5	0.8	-8
> Cc1nn(-c2ccccc2)c(C)c1/C=N/NC(=O)c1cc(-c2ccccc2)n[nH]1
 : 86*	8	70*	/	-0.021	0.3	19	0.1	54
> COc1cc2c(=O)n(Cc3ccccc3)c(=O)n(CC(=O)NCC3CCCO3)c2cc1OC (stereo unspecified)
 : 5	/	25	/	1.1	0.8	/	1	/
> CCCCc1cc2c(c(NC(=O)CC)n1)c(=O)oc1ccccc12
 : 15	-32	10	/	-0.18	0.9	2	0.9	0
> N#Cc1c(/N=C/c2cccs2)sc2c1CCC2
 : 44	-11	1	-4	1.1	1	-2	0.6	-18
> CC(C)(C)OC(=O)N1CCC(C(=O)N[C@H](Cc2ccccc2)C(=O)O)CC1
 : -20	15	-19	8	-0.34	1.2	-4	1.2	25
> C=CCO/N=C(\C)c1c(O)c(C)c(-c2ccccc2)n(-c2ccccc2)c1=O
 : /	37	/	8	0.49	/	-16	/	14
> Cc1ccc(C(=O)O)cc1S(=O)(=O)N1CCOCC1
 : -16	14	4	3	-1	1	22	1.2	12
> Cc1nc2nc(C)c(CCC(=O)N3CCc4ccccc43)c(C)n2n1
 : 8	-10	3	3	1.6	1	8	0.9	-27
> CS(=O)(=O)N(Cc1ccccc1)c1ccc(C(=O)Nc2ccc3c(c2)OCO3)cc1
 : 6	-22	-1	0	0.027	1	30	0.9	-5
> CCn1c2ccccc2c2cc(NC(C)=O)ccc21
 : 30	16	98*	44*	1.5	0	0	0.7	-12
> Cc1cc(=O)n2[nH]c(-c3ccccc3)cc2n1
 : -34	4	-5	5	0.71	1	15	1.3	-12
> N#Cc1c(C(F)(F)F)cc(-c2ccc(Cl)cc2)[nH]c1=O
 : 55*	/	0	/	1	1	/	0.4	/
> O=C(c1ccc(OCC2CCCO2)cc1)N1CCN(c2ccccc2)CC1 (stereo unspecified)
 : 31	6	25	4	0.52	0.8	-17	0.7	-16
> COc1ccc(C2=NOC(C(=O)N3CCOCC3)C2)cc1OC (stereo unspecified)
 : 37	/	9	9	1.3	0.9	/	0.6	/
> Cc1ccc2c(CN3CCCc4ccccc43)cc(=O)oc2c1C
 : 31	-102	25	2	0.11	0.7	1	0.7	-31
> CCCCCCOc1ccc(OC(=O)c2cccnc2)cc1
 : 10	-1	21	1	0.29	0.8	14	0.9	18
> COc1ccc2nc3oc(C(=O)NC4CCN(Cc5ccccc5)CC4)cc3cc2c1
 : /	2	/	6	2.5	/	10	/	-3
> Cn1cccc1Cc1nnc(SCC(=O)Nc2ccc(F)cc2F)n1-c1ccc(F)cc1
 : 58*	-26	52*	15	-8.4*	0.5	-7	0.4	9
> CS(=O)(=O)N1CCCC(C(=O)NCCCN2CCN(Cc3ccccc3)CC2)C1 (stereo unspecified)
 : 59*	-24	3	6	-0.88	1	-6	0.4	-30
> COc1cc(/C=c2\s/c(=C(/C#N)C(=O)N3CCCC3)n(-c3ccccc3)c2=O)ccc1O
 : 26	-52	17	0	0.026	0.8	5	0.7	-14
> CC(NC(=O)c1ccc(Cl)s1)C1CCCO1 (stereo unspecified)
 : 9	-12	18	1	-0.79	0.8	2	0.9	-16
> O=C(O)C1CCCCC1C(=O)Nc1nccs1 (stereo unspecified)
 : 1	-24	-6	/	-0.4	1.1	1	1	-5
> CSc1cc(-c2ccc(Cl)cc2)c(C(=O)NC(C)C)s1
 : 26	27	69*	/	-0.29	0.3	-5	0.7	-2
> CCN(CC)S(=O)(=O)c1cc(NC(=O)Cn2cnc3ccccc3c2=O)ccc1C
 : 53*	-2	42	/	0.37	0.6	-5	0.5	-9
> O=C(COC(=O)c1ccc(Cl)c(S(=O)(=O)N2CCCC2)c1)NC1CCCC1
 : 34	-54	65*	4	-0.13	0.3	-12	0.7	-3
> CS(=O)(=O)Nc1ccc(C(=O)NCc2ccco2)cc1
 : 4	0	-15	2	-0.008	1.1	1	1	-2
> CCSc1nnc(NC(=O)c2ccco2)s1
 : 29	-2	4	7	-0.49	1	14	0.7	7
> CCOC(=O)N1CCN(C(=O)c2cccc(-n3c(=S)[nH]c4cc(Cl)ccc4c3=O)c2)CC1
 : 23	-20	1	4	0.56	1	3	0.8	-10
> O=C(Cc1cccs1)NCCn1ccc2ccccc21
 : 18	/	73*	6	-0.096	0.3	/	0.8	/
> Cc1onc(-c2ccccc2Cl)c1C(=O)N1CCN(c2cccc(Cl)c2)CC1
 : 46	16	46	3	-1.1	0.5	23	0.5	16
> Cc1ccc2c(N)c(C)ccc2c1
 : 11	-29	67*	6	-0.19	0.3	6	0.9	-22
> O=c1[nH]c(CSc2nnc(COc3ccccc3)n2-c2ccccc2)nc2ccccc12
 : 90*	-23	85*	0	2.4	0.1	18	0.1	-29
> COc1cc(C(=O)Nc2ccc3c(c2)C(=O)N(CCC(=O)O)C3=O)cc(OC)c1OC
 : /	-2	/	9	0.55	/	-8	/	2
> COc1ccc(/C=N/n2cnnc2SCc2ccccc2)cc1
 : 33	-3	20	1	-0.44	0.8	-23	0.7	-14
> CCOC(=O)CN(C(=O)CSc1nnc(-c2ccncc2)n1CCCOC)c1ccccc1
 : /	-6	/	7	0.52	/	-7	/	-18
> C=CCn1c(NC(C)c2cc(Cl)ccc2O)nc2ccccc21 (stereo unspecified)
 : 46	-20	68*	12	/	0.3	9	0.5	-19
> CCCOc1c(OC)cc(Cl)cc1C1NC(=O)NC(C)=C1C(=O)NCc1ccccc1 (stereo unspecified)
 : 10	-1	12	0	-0.11	0.9	-24	0.9	-2
> Cc1ccc(SC(C)C(=O)NCc2cccnc2)cc1 (stereo unspecified)
 : 26	-8	27	5	-1.3	0.7	20	0.7	11
> Cc1cc(C)cc(-c2nc(-c3ccncc3)no2)c1
 : 30	-15	83*	21*	-0.064	0.2	6	0.7	-15
> CCCCN=C(C)C1=C(O)CSC1=O
 : 6	0	13	7	0.17	0.9	-3	0.9	-28
> COc1cc(C(=O)NCc2ccco2)cc(OC)c1OC
 : 7	2	33	10	0.2	0.7	10	0.9	-7
> COc1ccccc1CN1C(=S)SC(C)(C)C1NO (stereo unspecified)
 : 68*	-2	91*	4	-0.54	0.1	-1	0.3	12
> Cc1ccc(-n2c(=O)c(C#N)cc3c(=O)n4cccc(C)c4nc32)cc1
 : -18	11	-11	1	-0.41	1.1	-11	1.2	-5
> Cc1n[nH]c(=O)nc1NCc1ccc(Cl)cc1
 : -25	-9	-5	6	0.11	1.1	-8	1.3	-6
> Cc1ccc(C(=O)NCCCNCCCNC(=O)c2ccc(C)nc2)cn1
 : /	9	/	6	0.62	/	9	/	-3
> Brc1ccc(OCCOCCN2CCOCC2)cc1
 : -2	-66	22	9	-0.18	0.8	-14	1	-32
> O=C(NCCc1ccc(Cl)cc1)C1CCN(S(=O)(=O)N2CCCCC2)CC1
 : 51*	-6	31	10	-0.43	0.7	9	0.5	-28
> CCC(=O)NCCNc1nc2cc(C)c(C)cc2cc1C#N
 : 72*	-7	50*	3	0.11	0.5	20	0.3	-10
> COc1ccc2c(c1)C1NC(=S)N[C@@](C)(O2)C1C(=O)Nc1ccccc1 (stereo partly specified)
 : -10	-10	-14	/	0.0084	1.1	-4	1.1	-3
> Cc1ccc(Nc2cc(C)nn2-c2nc(C)cc(=O)[nH]2)cc1
 : 8	14	-4	10	-0.55	1	69	0.9	62
> Cc1ccc(C2=CC(c3cccs3)n3nnnc3N2)cc1 (stereo unspecified)
 : 82*	26	97*	/	/	0	-2	0.2	-3
> O=C(Cc1cccs1)Nc1nnc(Cc2ccccc2)s1
 : /	-33	/	1	0.18	/	-3	/	-5
> COc1ccc(C2C=C(c3ccccc3)Nc3ncnn32)cc1 (stereo unspecified)
 : -6	-2	14	-2	1	0.9	13	1.1	17
> O=C(Nc1nnc(COc2ccc(F)cc2)s1)c1cccs1
 : 30	-16	6	9	0.86	0.9	7	0.7	-1
> CC(=O)Nc1ccc(C(=O)Nc2ccc3c(c2)OCO3)cc1
 : 18	6	24	6	-0.046	0.8	-6	0.8	24
> COc1ccc(Nc2nc(N)nc(COc3ccc(OC)cc3)n2)cc1
 : -2	-7	-10	2	0.0048	1.1	3	1	9
> CC(=O)N1CCc2cc(S(=O)(=O)CCC(=O)N3CCN(c4ccccn4)CC3)ccc21
 : /	30	/	-2	-0.41	/	3	/	-33
> CCOC(=O)Cn1nc(-c2ccc(F)cc2)oc1=O
 : 44	-94	58*	4	-0.083	0.4	-7	0.6	-6
> CCC(=O)N1CCc2cc(Br)cc(S(=O)(=O)C3(C(=O)OC)CC3)c21
 : 22	14	3	7	0.66	1	6	0.8	/
> O=C(Nn1c(C2CCC2)nc2ccccc2c1=O)C1CCC1
 : 49	/	45	0	-0.31	0.6	/	0.5	/
> COc1cc(S(=O)(=O)NCCc2ccc3c(c2)OCO3)ccc1-n1cnnn1
 : 87*	-3	96*	-5	-0.71	0	6	0.1	-18

Source: PubChem BioAssay
